CHRM1 agonist = agonists of human M1 muscarinic receptor; actives 0.33% (n = 360,000); activation, % at 3 µM; CHO-K1 hM1, Fluo-8 calcium fluorescence, agonist mode; 0% DMSO, 100% acetylcholine EC100;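 active means activation above the run's mean compound activation plus 3 SD, cut at about 16% in these data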;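 further: peak over basal fluorescence ratio within a 140 s kinetic read after compound addition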
Target sequence (P11229 whole entry, looked up): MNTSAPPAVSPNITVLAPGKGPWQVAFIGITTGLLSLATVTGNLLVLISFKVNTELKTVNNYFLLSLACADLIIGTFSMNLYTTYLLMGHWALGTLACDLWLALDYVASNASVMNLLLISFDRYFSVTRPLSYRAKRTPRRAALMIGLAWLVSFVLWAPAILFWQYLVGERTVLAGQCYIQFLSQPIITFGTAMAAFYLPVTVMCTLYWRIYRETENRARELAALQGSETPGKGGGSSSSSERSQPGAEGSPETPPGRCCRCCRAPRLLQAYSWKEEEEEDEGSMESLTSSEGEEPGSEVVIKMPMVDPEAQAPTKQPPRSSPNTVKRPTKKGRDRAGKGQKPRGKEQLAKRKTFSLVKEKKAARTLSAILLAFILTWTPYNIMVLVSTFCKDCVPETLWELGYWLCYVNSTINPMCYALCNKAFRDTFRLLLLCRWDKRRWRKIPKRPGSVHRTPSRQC
CHO parental Ca = counter-screen for OX1R antagonists: effect in parental CHO cells; parental CHO-K1, ATP-induced calcium, Fluo-8 fluorescence; inhibition, % at 5.6 µM; actives 0.63% (n = 330,000);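 active means inhibition above that plate's mean sample inhibition plus 3 SD, cut at about 26% in these data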;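 further: 0% = ATP-challenged DMSO wells and 100% = DMSO wells without ATP; some compounds past the cut are filed as inactive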
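Measured by: calcium-sensitive Fluo-8 fluorescence / Test system: CHO parental line / Controls: ATP-challenged DMSO wells low, unchallenged DMSO wells high / Measure: % inhibition / Compound: single nominal dose of 5.6 µM per compound / Replicates: single well per compound, no replicates / Reagent: ATP as calcium-mobilizing challenge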
V1aR counter = activates human V1a receptor in oxytocin agonist counter-screen | P37288 | CHO-V1R cells, Fluo-8 calcium fluorescence, agonist mode; 0% DMSO, 100% 3 nM vasopressin | activation, % at 3 µM | actives 0.25% (n = 320,000) | AID 2797;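 active means activation above the mean activation of all tested compounds plus 3 SD, per screening run, cut at about 20% in these data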;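 further: signal is peak over basal fluorescence ratio across a 100 second FLIPR read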
M1 antag = antagonists of human M1 muscarinic receptor; P11229; CHO-K1 hM1, Fluo-8 calcium fluorescence, ACh EC80 antagonist; inhibition, % at 3 µM; actives 1.3% (n = 360,000); AID 588852;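 active means percent inhibition above its own plate's cutoff, namely the mean of that plate's compound wells plus 3 SD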;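 further: peak over basal fluorescence ratio during 140 s after agonist addition; 0% = ACh EC80 plus DMSO and 100% = DMSO alone without agonist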
M1 PAM = human CHRM1 positive allosteric modulation; P11229; CHO-K1 hM1, Fluo-8 calcium fluorescence, ACh EC20; 0% = ACh EC20, 100% = maximal ACh; activation, % at 3 µM; actives 0.088% (n = 360,000); AID 588819; in the data active means activation above about 19%, passing the limit was not always enough
OXTR agonist = agonists of human oxytocin receptor. P30559. CHO-OTR cells, Fluo-8 calcium fluorescence; normalized: DMSO 0%, oxytocin 100%. activation, % at 3 µM. actives 0.32% (n = 320,000);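 active means activation above the mean of all tested compounds plus 3 SD, cutoff set per screening run, cut at about 20% in these data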;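 further: peak over basal fluorescence ratio from a 100 s FLIPR kinetic read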
Target sequence (P30559 whole entry, looked up): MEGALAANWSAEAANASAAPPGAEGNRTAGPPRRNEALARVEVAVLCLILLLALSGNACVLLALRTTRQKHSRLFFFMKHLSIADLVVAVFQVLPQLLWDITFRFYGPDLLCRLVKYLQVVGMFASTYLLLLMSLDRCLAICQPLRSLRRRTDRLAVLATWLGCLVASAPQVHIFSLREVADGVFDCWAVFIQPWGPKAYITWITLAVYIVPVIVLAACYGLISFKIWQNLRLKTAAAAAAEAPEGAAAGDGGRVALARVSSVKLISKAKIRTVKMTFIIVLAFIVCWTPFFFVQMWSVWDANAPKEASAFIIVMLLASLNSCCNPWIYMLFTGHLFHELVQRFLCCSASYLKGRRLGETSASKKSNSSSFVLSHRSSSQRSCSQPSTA
OXTR potentiate = potentiates the human oxytocin receptor response | P30559 | CHO-OTR cells, Fluo-8 calcium fluorescence, potentiator mode; 0% = oxytocin EC15, 100% = EC100 | activation, % at 3 µM | actives 0.061% (n = 320,000) | AID 2445;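 active means activation above that plate's cutoff, the mean activation of tested compounds plus 3 SD, cut at about 6.6% in these data, passing the limit was not always enough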;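 further: 100% uses oxytocin at 75 nM as the full agonist control; some results filed as inactive read as strong as hits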
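Replication – single well per compound, singlicate · Assay system – CHO cell line stably expressing human OTR · Timing – 6 min pre-incubation, 100 s read · Measure – normalized max/min fluorescence ratio, % activation · Doses – 3.0 µM, one dose · Detection – Fluo-8 calcium dye fluorescence · Probe or stimulus – oxytocin near EC15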
TAAR1 agonist = agonists of human TAAR1 | CHO RD-HGA16 TAAR1, Fluo-8 calcium fluorescence; vehicle wells 0%, saturating PEA agonist 100% | activation, % at 3 µM | actives 0.99% (n = 360,000);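 active means activation above the mean activation of all test compounds in the run plus 3 SD, cut at about 38% in these data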
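Test system: RD-HGA16 (CHO) cells co-expressing Gα16 and hTAAR1 | Doses: Single dose, 3 µM | Schedule: 17-24 h seeding, 75 min 37 °C dye, 30 min RT | Evaluation: % activation from peak over basal fluorescence ratio, DMSO-to-PEA scaled | Technique: Kinetic Fluo-8 calcium fluorescence | Benchmarks: Low control DMSO, high control PEA (EC100)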
TAAR1 antagonist = human TAAR1 antagonism. Q96RJ0. CHO RD-HGA16 TAAR1, Fluo-8 calcium fluorescence, antagonist. inhibition, % at 3 µM. actives 1.5% (n = 360,000). AID 624466;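 active means inhibition above a per-plate cutoff, the mean inhibition of test compounds on that plate plus 3 SD, cut at about 49% in these data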;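 further: 0% = DMSO plus EC80 beta-PEA response and 100% = DMSO alone without agonist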
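Test system – hTAAR1-expressing CHO RD-HGA16 cells, Gα16-coupled · Reagent – β-PEA at EC80 concentration, post-compound challenge · Compound dosing – 3 µM, single point · Timing – 140 s kinetic read after compound, 140 s after agonist · Detection – Fluo-8 intracellular calcium dye fluorescence, real-time kinetic reads · Control set – DMSO and EC80 PEA controls · Repeats – n of 1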
Active calls of the source: *; . = no result given.

SMILES	CHRM1 agonist	CHO parental Ca	V1aR counter	M1 antag	M1 PAM	OXTR agonist	OXTR potentiate	TAAR1 agonist	TAAR1 antagonist
CCc1ccc(C2C(C#N)=C(N)OC3=C2C(=O)CCC3)s1 (stereo not drawn)	-14	-7	-0.6	8	-10	-0.2	1	7	3
Cc1nn(-c2ccccc2)c(Cl)c1C(=O)NCC1CCCO1 (stereo not drawn)	-3	-12	0.1	-6	11	1.1	0	0	-3
O=C(N1CCOCC1)N1CCN(C(=O)N(c2ccccc2)c2ccccc2)CC1	-4	-13	0.0	-9	5	-0.8	-2	5	-6
CN(C)c1oc(-c2ccc(OCc3ccc(Cl)cc3)cc2)nc1C#N	-2	-8	0.8	3	-1	0.3	-3	5	9
O=C(COc1ccccc1Cl)NCCCNC(=O)c1ccccn1	0	-9	0.0	-12	8	2.0	-5	3	-5
COc1ccc(CNC(=O)/C=C/c2ccc(OCCCF)cc2)cc1	0	-6	1.3	-8	-4	0.8	-8	17	-13
Cc1cccc(CNc2ncnc3[nH]ncc23)c1	2	.	.	-13	1	.	.	4	-12
COc1ccc(C2=NOC(C)(c3sc(-c4ccc(Cl)cc4)nc3C)C2)cc1 (stereo not drawn)	.	-13	-0.5	.	.	0.0	-11	5	-1
COc1ccc(-n2nnnc2SCC(=O)N(C)C2CCS(=O)(=O)C2)cc1 (stereo not drawn)	-4	-3	1.3	-14	9	-0.3	-3	6	-11
COc1ccc(S(=O)(=O)N2CCOCC2)cc1NC(=O)Cc1coc2cc(C)ccc12	-3	.	.	1	5	.	.	3	-2
CCCCNCCOCCOc1ccc(C)cc1Br	-11	-11	4.2	-7	-10	2.2	-3	9	-1
CCCn1c(=O)c(Br)cn(-c2ccccc2C)c1=O	-6	-23	0.5	-17	13	-1.1	-8	-1	3
Cc1cccc(C)c1NC(=S)NC(C)(C)CO	0	2	0.3	-5	6	-0.5	-15	6	-26
COc1ccc(NC(=O)C2CCCC2)cc1S(=O)(=O)N1CCOCC1	-4	-16	0.7	-8	6	0.3	6	11	-5
Nc1nc(NCc2ccco2)nc(Nc2ccc(F)cc2)c1[N+](=O)[O-]	-1	-20	-0.5	11	-5	0.6	5	2	-46
COc1ccc(C(=O)NC(=S)Nc2cc(C)ccn2)cc1[N+](=O)[O-]	-6	-8	-0.3	-6	5	-0.1	2	5	-19
Brc1ccc(OCc2nnnn2-c2ccccc2)cc1	-5	-17	-1.2	9	-3	-1.3	0	-1	18
CC(=O)Nc1ccc(S(=O)(=O)Nc2ccc(S(=O)(=O)Nc3nccs3)cc2)cc1	-3	9	0.5	-20	9	0.5	1	1	-7
COc1ccc(CCNC(=O)COc2ccc(-c3ccccc3)cc2)cc1OC	-5	-16	6.0	-4	3	1.7	-7	-1	-12
CCOc1ccc(C(=O)NCC(=O)OCc2nnc(-c3ccccc3)o2)cc1OCC	-2	-24	0.2	-6	9	0.0	6	3	-20
CCOc1ccc(NC(=O)CN(C)C(=O)CCNC(=O)c2ccco2)cc1OCC	-2	-5	0.2	-9	10	0.4	-3	11	-1
Cc1ccc(C)c(NC(=O)Cn2nnc(C(=O)NCc3ccco3)c2N)c1	-2	-4	0.4	-5	3	2.9	-6	0	-7
CC1(C)CC(=O)C=C(NCC2CCCO2)C1 (stereo not drawn)	-4	0	1.0	0	1	0.0	2	4	-2
COC(=O)c1ccc2nc(NC(=O)C3CCCCC3)sc2c1	-3	-16	0.0	-1	-2	0.2	-4	2	-20
Cc1nn(-c2ccc(F)cc2)c(Cl)c1/C=N/NC(=O)c1cccc(S(=O)(=O)N2CCCC2)c1	-7	-2	0.1	-4	5	1.4	-12	2	0

Next part:
SMILES	CHRM1 agonist	CHO parental Ca	V1aR counter	M1 antag	M1 PAM	OXTR agonist	OXTR potentiate	TAAR1 agonist	TAAR1 antagonist
NC(N)=N/N=C/c1ccc(Cl)cc1Cl	0	-10	15	12	-2	15	-18	17	2
Cn1nc(C(=O)Nc2cccc(Cl)c2)cc1C(=O)Nc1cccc(Cl)c1	0	10	8.1	19	-11	9.6	-6	14	10
CN(Cc1nc(-c2ccc3c(c2)OCO3)no1)CC1(N2CCOCC2)CCCCC1	-7	-20	-1.0	1	6	-1.1	-2	4	-45
O=[N+]([O-])c1ccccc1S(=O)(=O)NCc1ccc(F)cc1	-7	3	0.8	-7	16	0.2	-2	0	7
O=C1CC(C(=O)Nc2ccc(Br)cc2)C2(CCCC2)O1 (stereo not drawn)	.	-4	0.8	.	.	1.5	-4	8	-3
CCOC(=O)c1c(C(=O)OCC)c(C)n(Cc2cc(OC)c(OC)c(OC)c2)c1C	0	-12	-0.2	-4	8	-2.7	-6	2	11
CCC(C)(C)NC(=O)C(c1ccc(OC)cc1)N(C(=O)CCC(=O)Nc1cc(C)on1)c1ccc2c(c1)OCO2 (stereo not drawn)	-5	-25	-0.6	3	-2	-0.9	-7	2	-15
CCN(c1ccccc1)S(=O)(=O)c1ccc(Cl)c(NC(=O)CN2C(=O)NC3(CCCC3)C2=O)c1	-3	-19	-0.7	-4	1	-0.4	-1	0	-2
COc1ccc(-c2cc(C(=O)Nc3ccc4c(c3)OCO4)no2)cc1	-4	-9	-0.1	-1	2	0.7	-6	1	0
CCOC(Cn1c(-c2ccc(OC)cc2)nc2ccccc21)OCC	-6	-15	-1.2	-25	3	0.8	-5	4	8
COc1ccc(-c2nnc(SCC(=O)Nc3ccccc3)n2C)cc1	-8	1	0.0	13*	-14	-0.3	1	3	-6
NC(=O)c1ccc(N2CCN(c3ncc(C(F)(F)F)cc3Cl)CC2)cc1	-3	6	0.8	-16	9	1.4	-2	2	-22
CCOC(=O)CSc1n[nH]c(NC(=O)c2ccccc2)n1	0	1	0.3	6	0	-0.3	-6	13	-6
COC(=O)c1ccccc1-c1ccc(/C=N/NC(N)=O)o1	-3	-16	0.3	4	7	-1.1	0	0	-13
O=C(OCC(=O)N1CCCC1)c1ccc(Cl)nc1	-2	-4	1.3	-3	2	0.2	1	6	-19
COc1ccc(N(C(=O)CNC(=O)c2cccs2)C(C(=O)NC2CCCC2)c2cccnc2)cc1 (stereo not drawn)	-3	-19	0.0	17	-10	0.1	-3	4	-6
COc1ccc(N2CCCCn3c2nc2c3c(=O)[nH]c(=O)n2C)cc1	-4	-4	-0.9	-3	4	-2.6	-9	-1	8
O=C(Nc1ccc2c(c1)CCCN2C(=O)c1ccccc1)c1ccccc1Br	3	-15	8.1	16	-8	6.0	-6	9	66*
CCCCN1C(=O)c2ccc(C(=O)NC3(C)CCS(=O)(=O)C3)cc2C1=O (stereo not drawn)	-5	1	0.4	-10	8	0.8	-5	-2	-4
N#CC1=C(SCC(=O)NC23CC4CC(CC(C4)C2)C3)NC(=O)C(C#N)C12CCCCC2 (stereo not drawn)	-3	9	11	27	-21	13	-12	28	15
O=C(NCc1ccccc1Cl)C1(S(=O)(=O)c2ccc(Cl)cc2)CC1	-11	-12	-0.4	-7	9	-1.7	6	-3	-10
COc1ccc(C(=O)CSc2nn3c(=O)c(C(C)(C)C)nnc3s2)cc1	-4	-3	0.9	3	2	-0.5	-11	-1	-18
COc1ccc2[nH]c3c(c2c1)CCNC3c1ccc([N+](=O)[O-])o1 (stereo not drawn)	-2	-4	-0.8	1	1	0.3	-5	5	-9
C[C@@H]1CN([C@@H](C)CO)C(=O)c2c(c3ccccc3n2C)-c2ccccc2CO[C@H]1CN(C)C(=O)C1CC1	-4	.	.	-14	2	.	.	0	-9
Cc1ccc(-c2nc(CS(=O)(=O)CC(=O)N3CCN(C)CC3)c(C)o2)cc1	-2	-8	3.1	-3	1	2.0	-2	-1	-14

A draw from above in order of formula weight, highest first.
SMILES	CHRM1 agonist	CHO parental Ca	V1aR counter	M1 antag	M1 PAM	OXTR agonist	OXTR potentiate	TAAR1 agonist	TAAR1 antagonist
CCC(C)(C)NC(=O)C(c1ccc(OC)cc1)N(C(=O)CCC(=O)Nc1cc(C)on1)c1ccc2c(c1)OCO2 (stereo not drawn)	-5	-25	-0.6	3	-2	-0.9	-7	2	-15
COc1ccc(N(C(=O)CNC(=O)c2cccs2)C(C(=O)NC2CCCC2)c2cccnc2)cc1 (stereo not drawn)	-3	-19	0.0	17	-10	0.1	-3	4	-6
O=C(Nc1ccc2c(c1)CCCN2C(=O)c1ccccc1)c1ccccc1Br	3	-15	8.1	16	-8	6.0	-6	9	66*
CN(Cc1nc(-c2ccc3c(c2)OCO3)no1)CC1(N2CCOCC2)CCCCC1	-7	-20	-1.0	1	6	-1.1	-2	4	-45
Cc1ccc(-c2nc(CS(=O)(=O)CC(=O)N3CCN(C)CC3)c(C)o2)cc1	-2	-8	3.1	-3	1	2.0	-2	-1	-14
COc1ccc(C(=O)CSc2nn3c(=O)c(C(C)(C)C)nnc3s2)cc1	-4	-3	0.9	3	2	-0.5	-11	-1	-18
O=C(NCc1ccccc1Cl)C1(S(=O)(=O)c2ccc(Cl)cc2)CC1	-11	-12	-0.4	-7	9	-1.7	6	-3	-10
COc1ccc(-c2nnc(SCC(=O)Nc3ccccc3)n2C)cc1	-8	1	0.0	13*	-14	-0.3	1	3	-6
COc1ccc(N2CCCCn3c2nc2c3c(=O)[nH]c(=O)n2C)cc1	-4	-4	-0.9	-3	4	-2.6	-9	-1	8
COc1ccc(-c2cc(C(=O)Nc3ccc4c(c3)OCO4)no2)cc1	-4	-9	-0.1	-1	2	0.7	-6	1	0
O=[N+]([O-])c1ccccc1S(=O)(=O)NCc1ccc(F)cc1	-7	3	0.8	-7	16	0.2	-2	0	7

Additional records.
SMILES	CHRM1 agonist	CHO parental Ca	V1aR counter	M1 antag	M1 PAM	OXTR agonist	OXTR potentiate	TAAR1 agonist	TAAR1 antagonist
COc1ccc(OC)c(Nc2nc(N)nc(CSc3nnc(-c4ccncc4)o3)n2)c1	.	-4	0.1	.	.	0.2	-2	.	.
O=C(CCN1CCN(C(=O)c2ccco2)CC1)Nc1ccc(F)cc1	-8	1	0.1	-19	3	-0.2	-2	8	-20
COc1cc(OC)c(OC)cc1CN1CCC(O)CC1	-4	2	4.8	-4	5	-0.3	-14	1	-10
CSc1sc(C(=O)N(C)C)c2c1S(=O)(=O)N(C)c1ccccc1-2	-2	-5	-0.6	-5	3	-1.6	-6	0	-20
COCCCn1c(=O)c2sccc2n(Cc2ccccc2)c1=O	2	-3	-0.3	-14	7	1.9	0	7	-22
Cc1cc(=O)n(Cc2ccccc2)c(O)c1C#N	-2	-29	0.7	-7	10	0.7	-11	-1	18
